HCV inhibitor – inhibitors of hepatitis C virus infection; Huh7.5.1 HCVcc-Cre infection, luciferase reporter, 44 h; Potency, µM (series often up to 41.8 µM), inactives show at the highest dose activity change, negative = inhibition, actives largely listed as inhibitors; 3.4% of 340,000 active; AID 651820; also: potency is read from the fitted curve at half-maximal effect; % is scaled to controls: 0 for no effect and ±100 for the full control effect
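Infectious HCVcc-Cre (~0.5 moi) was added to cells just after compound, with cells seeded 4 h earlier at 1,000 per well. Luciferase activity after 44 h culture reported infection; substrate was incubated 15 min at room temperature before reading.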
Pf growth 96h – inhibits malaria parasite growth, 96 h; Potency, µM (highest dose often 28.7 µM), inactives show top-dose activity change, negative = inhibition, usual class: inhibitors; P. falciparum luciferase reporter growth, 96 h; 6.9% of 320,000 active; also: potency is read from the fitted curve at half-maximal effect; % is scaled to controls: 0 for no effect and ±100 for the full control effect
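Delayed-death screen, second-generation endpoint: infected erythrocytes, 2% hematocrit, 0.05% parasitemia final; 96 hours at 37 C, 5% CO2; luciferase detection reagent; luminescence decrease equals reduced growth.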
Pf growth 48h – P. falciparum growth inhibition at 48 hours (one generation). P. falciparum luciferase growth in erythrocytes, 48 h. AID 504832. 5.9% of 310,000 active. Potency, µM (highest dose often 28.7 µM), for inactives: top-dose activity change, negative = inhibition, most hits filed as inhibitors; also: potency is read from the fitted curve at half-maximal effect; % is scaled to controls: 0 for no effect and ±100 for the full control effect
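Luciferase-expressing P. falciparum in infected erythrocytes (2% hematocrit, 0.1% parasitemia final) in RPMI 1640/0.5% Albumax were exposed to compound for 48 hours at 37 C, 5% CO2; growth read as luminescence.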
Shiga toxin inh – Shiga toxin inhibition. 9.2% of 290,000 active. Vero cells, Shiga toxin protein synthesis inhibition reporter. inhibition, % at 38.7 µM; in the data active = inhibition mostly above about 28%, no sharp cut-off; inactive = mostly below about 43%; also: 0% is about no effect
LmPK inh – LmPK (Leishmania mexicana) enzyme inhibition; purified LmPK, Kinase-Glo ATP luminescence, 1 h; 0.37% of 290,000 active; Q27686; Potency, µM (titrated, usually from 57.5 µM), without a hit: at the highest dose activity change, negative = inhibition, actives largely listed as inhibitors; also: potency is read from the fitted curve at half-maximal effect; % is scaled to controls: 0 for no effect and ±100 for the full control effect
Target sequence (Q27686 whole entry, looked up): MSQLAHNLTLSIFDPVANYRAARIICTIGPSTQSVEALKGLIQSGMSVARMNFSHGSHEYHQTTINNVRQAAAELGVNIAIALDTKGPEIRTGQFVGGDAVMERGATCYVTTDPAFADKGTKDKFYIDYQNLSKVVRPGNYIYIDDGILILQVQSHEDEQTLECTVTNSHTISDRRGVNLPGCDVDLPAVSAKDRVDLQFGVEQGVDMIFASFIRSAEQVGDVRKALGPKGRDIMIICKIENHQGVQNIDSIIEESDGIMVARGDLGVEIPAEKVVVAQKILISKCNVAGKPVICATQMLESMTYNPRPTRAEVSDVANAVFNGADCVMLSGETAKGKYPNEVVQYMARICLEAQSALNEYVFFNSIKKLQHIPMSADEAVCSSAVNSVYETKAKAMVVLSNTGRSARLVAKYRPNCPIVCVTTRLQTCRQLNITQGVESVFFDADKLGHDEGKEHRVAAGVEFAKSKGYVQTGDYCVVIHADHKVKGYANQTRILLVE
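qHTS format; LmPK 0.1 nM; substrates PEP 0.5 mM and ADP 0.1 mM. One-hour room-temperature incubation, then coupled luciferase luminescence; 0.5 nM enzyme wells mark activation.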
Cycloheximide cs – counter-screen hit for Shiga toxin inhibitors, cycloheximide; cell reporter, cycloheximide protein synthesis inhibition counterscreen; max response, %; 12% of 300,000 active; AID 2314; in the data active = max response mostly above about 13%, no sharp cut-off; inactive = mostly below about 14%; also: read at 38.3 µM for the half of the compounds with a filed dose; 0% is about no effect
Tb PYK inh – T. brucei pyruvate kinase inhibition; Q57TT1; TbPYK enzyme, Kinase-Glo Plus ATP luminescence, 45 min; Potency, µM (doses to about 76.8 µM), for the others: at the top dose activity, negative = inhibition, most hits filed as inhibitors; 0.12% of 410,000 active; also: potency is read from the fitted curve at half-maximal effect; % is scaled to controls: 0 for no effect and ±100 for the full control effect; nearly all actives have a fitted effect of over 50% in size
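In this concentration-response screen, enzyme-free wells defined baseline while DMSO plates tracked drift. Each reaction combined TbPYK, substrate, compound and 130 uM ADP for 45 min at room temperature. Kinase-Glo Plus luminescence gave the signal.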
Starred values were filed as active, the others as inactive; ? = inconclusive; . = no result given; & = joins results of further samples; [ ] = dose if it differs, or a comment. Unless noted, calls follow the shape of the dose curve; as a rule, active = well fitted curve in the direction sought with a large enough effect; inconclusive = small, poorly fitted or top-dose-only effect, or another doubt; inactive = no such curve, though single readings can be large; an effect the other way counts as inactive or inconclusive. Rows are unselected. Share with any hit: about 24%.

SMILES | HCV inhibitor | Pf growth 96h | Pf growth 48h | Shiga toxin inh | LmPK inh | Cycloheximide cs | Tb PYK inh
CC(=O)NCCc1nc2cc(NC(=O)c3ccc(Cl)cc3)ccc2n1C | -21% | 122%[activator] | 208%[activator] | 64* | 1% | 24* | 0%
COC(=O)c1c(C(=O)OC)c2ccccn2c1C(=O)c1ccccc1 | -11% | -9% | 3% | . | -2% | -5 | -2%
CCOc1ccc2[nH]c(=O)c(C(c3nnnn3Cc3ccco3)N3CCCC(C)C3)cc2c1 (stereo unspecified) | -7%&-2% | 23% | ? | -7 | 2% | 7 | -22%
Cc1cccc(OCCOc2ccccc2C=C(C#N)C#N)c1 | 12% | 25% | 3% | 17 | 0% | 19* | -8%
CCOC(=O)N1CCN(C(=O)c2ccc3c(c2)N(C)C(=O)/C(=C\c2ccc(OCC)c(OC)c2)S3)CC1 | 10µM* | 52%[activator] | 1.2µM* | 10 | 5% | 13 | -2%
C=CCNC(=O)NC(=O)COC(=O)CCCSc1nc2ccccc2[nH]1 | 17% | . | 10% | -2 | -7% | -2 | -5%
C=CCN1C(=O)NC(=O)/C(=C/C=C/c2ccccc2)C1=O | 21% | ? | 19% | 37 | -4% | 17 | -23%
Cc1cc(C(=O)CN2C(=O)NC3(CCCc4sccc43)C2=O)c(C)n1-c1ccccc1 (stereo unspecified) | ? | ? | ? | 29* | 1% | 39* | -9%
COCC(=O)N1CCN(c2nc3ccccc3o2)CC1 | 2% | -8% | 146%[activator] | 51 | -4% | 10 | -3%
N#Cc1ccc(NC(=O)c2cc(-c3cccs3)on2)cc1 | 11% | -1% | -39%[1.15 µM] | -11 | -3% | -2 | 2%
Cc1ccc(-n2c(C)nc3ccccc3c2=O)cc1C | -6% | 41%[activator] | 3% | 6 | -2% | -3 | 1%
NNC(=O)c1cc(-c2ccc(O)cc2)nc2ccc(Br)cc12 | 3% | ? | ? | 5 | 1% | 6 | -1%
CN1CCN(S(=O)(=O)c2ccc(N(C)Cc3ccc(OC(F)F)cc3)c([N+](=O)[O-])c2)CC1 | 11µM* | ? | -11% | . | . | . | -1%
CC1CCN(C(=O)Cn2c(=O)oc3cc(S(=O)(=O)N4CCCCC4)ccc32)CC1 | -12% | ? | -3% | -3 | -1% | -2 | -2%&-3%
NC(=O)CCC(NS(=O)(=O)c1ccc(Cl)cc1)C(=O)NCC1CCCCC1 (stereo unspecified) | 22% | 17% | -4% | -17 | 0% | -3 | -10%
Cc1ccccc1C(=O)N1CCN(c2ccc(NC(=O)c3ccco3)cc2Cl)CC1 | 11µM* | 1% | 3.3µM* | -3 | 2% | 4 | 4%
CC(C)COc1ccc(C(=O)Nc2ccc(N3CCOCC3)cc2N2CCOCC2)cc1 | -51% | ? | ? | -16 | -10% | -2 | -8%
CCOc1ccc(N2C(=O)CC(SC(=NC)Nc3ccc(F)cc3)C2=O)cc1 (stereo unspecified) | 3% | 9.3µM* | ? | -4 | 1% | -2 | -1%
O=C(COc1ccc(Br)cc1)NC(=S)Nc1ccccc1N1CCOCC1 | . | ? | 4% | -2 | 1% | -2 | 1%
CN(CC(=O)Nc1ccc(F)cc1)C(=O)CCc1nc2ccccc2c(=O)[nH]1 | -6% | ? | ? | . | . | . | -8%
CC(C)Oc1cc(NC(=O)CS(=O)(=O)CC(=O)N(C)C)c(Cl)cc1Cl | -6% | 23% | 3% | 6 | -3% | -4 | 6%
O=C(Nc1ccc(Cl)cc1)c1sccc1-n1cccc1 | -26% | 8% | ? | 37 | -15% | 17 | 2%
Cc1cc(OC(=O)CCNC(=O)OC(C)(C)C)c2c3c(c(=O)oc2c1)CCC3 | ? | 4.7µM* | 4.7µM* | 21 | 9% | -2 | 6%
O=C(O)CCC(=O)Nc1ccccc1N1CCOCC1 | 4% | 7% | 3% | -15 | 3% | -1 | 3%
OCc1ncc(-c2ccccc2)s1 | 18% | 51%[activator] | 12% | 22 | -1% | 18 | 5%
CCN(CC)S(=O)(=O)c1cccc(-c2nnc(SCCOc3ccc(Cl)cc3)o2)c1 | ? | 10µM* | -24% | 4 | -2% | -4 | -13%
CCOc1ccccc1NS(=O)(=O)c1ccc2[nH]c(=O)[nH]c2c1 | -7% | 1% | 9% | -13 | -3% | -7 | -2%
On1c(-c2ccccc2Cl)nc2ccccc21 | 0% | 43%[activator] | . | -10 | -3% | 11 | -2%
Cc1ccc(S(=O)(=O)N2CCCCC2)cc1NC(=O)c1cc(=O)[nH]c2ccccc12 | 7% | ? | -23% | . | . | . | -3%
O=C1CC(c2ccccc2)CC(O)=C1C=NCc1ccccc1 (stereo unspecified) | 10% | 23% | 9% | 20 | 0% | 12 | 0%
CC1CCC(NC(=O)CCC(=O)N2CC(C)Oc3ccccc32)CC1 (stereo unspecified) | 4% | ? | 75%[activator] | 21 | -1% | 15* | 0%
CN(Cc1ccon1)C(=O)CC1C(=O)NCCN1CC(C)(C)C (stereo unspecified) | 12% | -29% | 3% | -11 | -3% | -4 | -7%
COC(=O)Nc1cc(C(F)(F)F)ccc1N1CCN(c2ccccc2)CC1 | -18% | . | ? | 11 | 0% | 3 | -6%
C/C(=N/OC(=O)c1cccc(Cl)c1)c1nccs1 | 14% | 4% | -5% | -6 | -10% | -3 | .
COc1ccc(OC)c(NC(=O)c2cccc(S(=O)(=O)N3CCN(C(C)=O)CC3)c2)c1 | -12% | ? | -22% | 2 | -7% | -2 | -2%
Cc1ccc2nc(NC(=O)CSc3nncc(=O)n3N)sc2c1 | 21% | 38%[activator] | 79%[activator] | 18 | -2% | 34* | -2%
CCN1CCc2c(sc(NC(=O)c3ccc(S(=O)(=O)N4CCOCC4)cc3)c2C(N)=O)C1 | 6% | ? | ? | -9 | 3% | -3 | -3%
Cc1ccc(Nc2c(-c3ccco3)nc3nc(C)cc(C)n23)cc1 | 1%&-6% | ? | 8% | -16 | 3%[11.5 µM] | 4 | -7%
O=C(CCS(=O)(=O)c1ccc(F)cc1)N1CCN(c2ccccc2)CC1 | 15% | 150%[activator] | 107%[activator] | . | . | . | 0%
CNc1nc(-c2ccccc2)cc(-c2ccccc2)n1 | ? | -21% | -5% | 1 | -2% | -2 | 0%
O=C(Nc1cccc([N+](=O)[O-])c1)c1ccc(N2CCCC2=O)cc1 | -22% | 52%[activator] | 45%[activator] | 6 | 0% | 18 | 0%
Cc1nn(Cc2cccc(C(=O)NC(C)c3ccc(C(C)(C)C)cc3)c2)c(C)c1[N+](=O)[O-] (stereo unspecified) | ? | ? | . | -10 | 11% | 3 | 2%
O=C(COC(=O)c1ccc(Br)o1)Nc1ccc(S(=O)(=O)N2CCCC2)cc1 | -8%&5% | . | -9% | -3 | 1% | 7 | -5%
CCN(CC)C(=O)C(=O)c1c(-c2ccccc2)[nH]c2ccccc12 | 7% | -19% | ? | -11 | -3% | -3 | 6%
COc1ccc(-c2c(C#Cc3ccsc3)c3cc(Br)ccc3n2C)cc1 | ? | ? | ? | . | . | . | 0%
CC(C)c1ccc(NC(=O)CC2Oc3ccccc3NC2=O)cc1 (stereo unspecified) | -12% | 6% | 19% | 6 | 5% | 5 | -1%&3%
O=c1nccc(Nc2ccccc2)[nH]1 | 22% | 28% | 110%[activator] | -6 | -3% | -4 | -1%
CCNc1nc(Oc2ccccc2)nc(OC(C)C(=O)OCC)n1 (stereo unspecified) | -11% | -21% | -13% | 16 | -3% | 0 | -6%
O=C(CN1CCCCCC1)N/N=C/c1cccs1 | 2% | 26% | . | -19 | -11% | 1 | -10%
O=C(Nc1sc2c(c1C(=O)O)CCC2)c1ccccc1Cl | 22% | 2% | ? | . | 0% | 8 | -6%

More compounds follow:
SMILES | HCV inhibitor | Pf growth 96h | Pf growth 48h | Shiga toxin inh | LmPK inh | Cycloheximide cs | Tb PYK inh
Cn1cnc(S(=O)(=O)Nc2ccc(C(F)(F)F)cc2)c1 | 5% | 0% | 8% | -10 | -1% | -3 | -2%
CC(C)(C)c1ccc(Oc2ccc(NC(=O)c3ccccc3C(=O)O)cn2)cc1 | ? | 5% | ? | -7 | 6% | -4 | 1%
CC(C)NC(=O)Nc1ccc(Br)cc1Cl | ? | ? | 25% | 33 | 11% | 1 | -1%
C=CCN1C(=O)C(CC(=O)NCC)SC1=Nc1ccc(S(N)(=O)=O)cc1 (stereo unspecified) | -6% | 151%[activator] | -3% | 3 | -2% | -1 | -19%
CCOC(=O)C1=C(CC)Nc2ccccc2N=C1NC(=O)CCNC(C)=O | 13% | 19% | -8% | -23 | 3% | -1 | -3%
COc1cccc2c(=O)n(CC(=O)N3CCN(c4ccccc4)CC3)ccc12 | 13% | 0% | -1% | -8 | 5% | -2 | 4%
Cc1ccc(C(=O)NC(=S)Nc2cccc(NC(=O)c3ccccc3)c2)cc1[N+](=O)[O-] | ? | 40%[activator] | 24% | 7 | 0% | 3 | -3%
COc1ccc(NC(=O)CN(C)C(=O)c2ccc(S(=O)(=O)Nc3ccccc3F)cc2)cc1 | 2% | 18% | 5% | . | . | . | 2%
COc1ccc(-n2nc(C(=O)NCC(=O)NCCCN3CCCCCC3)c3ccccc3c2=O)cc1Cl | -3% | ? | ? | -5 | -1% | -2 | 0%
COCc1ccc(CN2CCC(n3nccc3NC(=O)C(OC)c3ccccc3)CC2)o1 (stereo unspecified) | 18% | ? | ? | -4 | -1% | -2 | 1%
O=C(c1cc(C2CC2)on1)N1CCCC(N2CCN(c3ccc(F)cc3)CC2)C1 (stereo unspecified) | -21% | -1% | ? | 4 | 5% | 11 | -2%
CC(=O)NS(=O)(=O)c1ccc(NC(=O)NC2CCCCC2)cc1 | 18% | 20% | 31%[activator] | -5 | -5% | -2 | 3%
Cc1ccc(NC(=O)CSc2nc(=O)cc(N)n2-c2ccccc2)cc1 | -12% | . | -4% | 17 | 3% | 9 | 1%&-4%
COc1ccc(CC(=O)Nc2ccc(-c3csc(C)n3)cc2)cc1 | -19% | . | 15% | 35 | 4% | 13 | 7%
O=C(CCS(=O)(=O)c1ccccc1)Nc1ccc(N2CCOCC2)cc1 | 9% | 0% | 19% | -5 | -1% | 14 | -5%
O=C1c2ccc(-c3ccc4c(c3)C(=O)N(CCO)C4=O)cc2C(=O)N1CCO | 10% | 39%[activator] | 21% | -5 | -4% | 2 | 0%

Grouped by structure, the entries above containing two or more sulfur atoms (4)
SMILES | HCV inhibitor | Pf growth 96h | Pf growth 48h | Shiga toxin inh | LmPK inh | Cycloheximide cs | Tb PYK inh
CCN(CC)S(=O)(=O)c1cccc(-c2nnc(SCCOc3ccc(Cl)cc3)o2)c1 | ? | 10µM* | -24% | 4 | -2% | -4 | -13%
Cc1ccc2nc(NC(=O)CSc3nncc(=O)n3N)sc2c1 | 21% | 38%[activator] | 79%[activator] | 18 | -2% | 34* | -2%
CCN1CCc2c(sc(NC(=O)c3ccc(S(=O)(=O)N4CCOCC4)cc3)c2C(N)=O)C1 | 6% | ? | ? | -9 | 3% | -3 | -3%
C=CCN1C(=O)C(CC(=O)NCC)SC1=Nc1ccc(S(N)(=O)=O)cc1 (stereo unspecified) | -6% | 151%[activator] | -3% | 3 | -2% | -1 | -19%

Screening data deposited in PubChem BioAssay by National Center for Advancing Translational Sciences (NCATS).
